Efflux pump inh: blocks antifungal efflux pumps in multiplex yeast assay; actives 0.44% (n = 330,000); inhibition, % at 10 µM; S. cerevisiae Candida pump triplex, Nile Red efflux; AID 485275;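 active = plate passing quality check with inhibition over a set limit, or well fluorescence over plate mean plus 4 SD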;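 note: Nile Red retained in pooled yeast measured as flow cytometry median fluorescence; 0% = buffer negative control and 100% = Enniatin B positive control; higher means more Nile Red kept so more efflux inhibition; some compounds called inactive have numbers as strong as hits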
EBNA-1 inhibitor: blocks EBNA-1 binding to DNA. EBNA-1 DNA binding, fluorescence polarization. inhibition, % at 14.8 µM. actives 0.34% (n = 300,000). AID 1950; in the data active = inhibition above about 28%
ZTA counter: blocks Epstein-Barr virus ZTA, an EBNA-1 counter-screen; ZTA-DNA binding, fluorescence polarization; inhibition, % at 11 µM; actives 0.15% (n = 320,000); AID 2234; in the data active = inhibition above about 33%
Target sequence (P03206 whole entry, looked up): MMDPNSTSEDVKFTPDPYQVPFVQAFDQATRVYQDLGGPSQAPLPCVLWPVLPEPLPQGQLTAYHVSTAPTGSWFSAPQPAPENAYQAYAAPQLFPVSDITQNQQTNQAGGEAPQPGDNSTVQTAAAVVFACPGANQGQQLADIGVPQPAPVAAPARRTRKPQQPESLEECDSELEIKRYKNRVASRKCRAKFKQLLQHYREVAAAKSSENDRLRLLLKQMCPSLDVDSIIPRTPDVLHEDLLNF
PP1 inh: PP1-alpha (human) inhibition in PP5 counter-screen | purified PP1alpha, OMFP fluorescence | P62136 | inhibition, % at 6.7 µM | AID 2235 | actives 0.9% (n = 320,000);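 active = inhibition above the mean inhibition of all tested compounds plus 3 SD, computed separately for each screening campaign, cut at about 15% in these data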
CTSL1 counter: cathepsin L1 inhibition, PFM18AAP counter-screen | actives 0.49% (n = 300,000) | AID 1906 | inhibition, % at 5.96 µM | recombinant F. hepatica cathepsin L1, Z-Leu-Arg-MCA fluorescence;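 active = inhibition above the mean of all tested compounds plus 3 SD, set per screening campaign, cut at about 17% in these data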;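 note: 0% = plate median of test compound wells and 100% = 1 µM Z-Phe-Ala-diazomethylketone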
PREPL inh: inhibits the human prolyl oligopeptidase-like enzyme; actives 0.68% (n = 320,000); recombinant PREPL, fluorescence polarization activity-based probe; inhibition, % at 5.96 µM; in the data active = inhibition above about 43%;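 note: 0% = enzyme with DMSO and 100% = wells lacking enzyme; many of its hits are not listed in these tables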
PP5 inh: inhibitors of human protein phosphatase 5 (PP5) | actives 0.18% (n = 320,000) | inhibition, % at 6.7 µM | P53041 | purified PP5c, OMFP substrate fluorescence;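 active = inhibition above the campaign's mean inhibition across all tested compounds plus 3 SD, cut at about 9.5% in these data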;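 note: 0% = DMSO only and 100% = 100 µM cantharidin control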
Target sequence (P53041 whole entry, looked up): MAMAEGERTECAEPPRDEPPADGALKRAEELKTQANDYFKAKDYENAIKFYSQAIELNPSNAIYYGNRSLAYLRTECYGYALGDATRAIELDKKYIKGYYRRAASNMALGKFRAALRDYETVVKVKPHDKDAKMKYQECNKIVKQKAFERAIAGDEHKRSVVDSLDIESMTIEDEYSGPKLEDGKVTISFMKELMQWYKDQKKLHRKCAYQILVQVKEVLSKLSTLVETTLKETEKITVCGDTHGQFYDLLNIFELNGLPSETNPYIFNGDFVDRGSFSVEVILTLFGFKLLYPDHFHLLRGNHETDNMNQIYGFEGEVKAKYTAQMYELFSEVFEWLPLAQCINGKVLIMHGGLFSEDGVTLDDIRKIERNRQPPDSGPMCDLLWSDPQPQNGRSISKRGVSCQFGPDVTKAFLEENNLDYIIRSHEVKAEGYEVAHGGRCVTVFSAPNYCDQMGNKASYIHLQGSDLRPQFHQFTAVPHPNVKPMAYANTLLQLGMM
TPT1 inh: C. albicans TPT1 enzyme inhibition. recombinant caTPT1, FP RNA substrate dephosphorylation. inhibition, % at 5 µM. actives 0.81% (n = 300,000). AID 1962;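 active = inhibition above the mean of all tested compounds plus 3 SD, set per screening campaign, cut at about 24% in these data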;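 note: plate controls were DMSO alone for no effect and ferristatin control at 100 nM for full effect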
HCV core dimer: blocks dimerization of HCV core protein; TR-FRET GST/Flag-core106 dimerization, 1536-well; inhibition, % at 5 µM; actives 0.33% (n = 300,000);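 active = inhibition above the mean of all tested compounds plus 3 SD, set per screening campaign, cut at about 45% in these data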
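Material: Tagged HCV core106 pair (GST and Flag) | Amount: GST-core106 13.5 nM, Flag-core106 17 nM | Medium: KF-containing HEPES buffer, pH 7.45, DTT, CHAPS, BSA | Reagent: Eu donor and XL665 acceptor anti-tag antibodies | Schedule: 4 h at 22.5 °C | Technique: Time-resolved FRET, ex 340 nm, em 617 and 671 nm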
The depositor's hits bear a star; x = not tested or not shown. This is a subset; rates above refer to the full screens.

structure	HCV core dimer	Efflux pump inh	TPT1 inh	PP1 inh	PP5 inh	ZTA counter	PREPL inh	EBNA-1 inhibitor	CTSL1 counter
CC(Oc1ccc(F)cc1)C(=O)Nc1cc(S(=O)(=O)N2CCOCC2)ccc1N1CCN(C)CC1 (centres undefined)	4	0.0	-2	-9	1.0	-11	2	-5	2
CCCCCCN1CC(=O)N2[C@@H](Cc3c([nH]c4ccccc34)C2(C)C)C1=O	13	0.0	4	2	1.5	-9	0	-1	6
O=C(Nc1ccccc1-c1nnc(SCc2ccccc2)o1)c1ccccc1	-22	0.1	-3	1	4.7	-2	10	8	4
CCc1ccc(CN2CCN(c3ncccn3)CC2)cc1	-10	-0.1	0	3	4.1	-8	15	-12	2
CCn1cc(S(=O)(=O)CC(=O)Nc2cc(C)ccc2C)c2ccccc21	4	0.1	-2	0	-0.7	14	-8	4	0
COc1ccc(OCC(=O)Nn2c(-c3cccc(OC)c3)nc3ccccc3c2=O)cc1	2	-0.2	-6	-2	-0.9	11	-8	8	1
CCOC(=O)Cc1csc(NC(=O)CSc2nnnn2-c2ccc(F)cc2)n1	1	-0.3	0	-1	0.1	-10	-12	1	-1
Cc1cnnc2c1-c1no[n+]([O-])c1CC2	-2	0.1	0	-4	-0.2	3	5	-3	3
CC(C(=O)Nc1ccc(C(=O)O)c(O)c1)N1C(=O)/C(=C\c2ccco2)SC1=S (centres undefined)	2	-0.2	15	-2	-3.7	27	5	2	0
COc1ccc(N2CCN(C(=O)c3ccc(CNS(=O)(=O)c4ccc(C)cc4)cc3)CC2)cc1	-7	-0.2	-1	1	4.9	-16	24	-2	8
NC(=O)Nc1ccc(C(=O)OCC(=O)N2CCCC2=O)cc1	x	0.1	x	0	0.8	-16	10	x	x
O=[N+]([O-])c1ccccc1S(=O)(=O)Nc1ncccn1	5	0.0	-6	-2	0.0	6	21	3	-2
COc1ccc(N=Cc2c(O)n(-c3cccc(C)n3)c(=O)c3ccccc23)cc1	2	0.0	-5	-3	-0.6	-2	17	2	-1
Cc1n[nH]c(=O)c2c(NC(=O)CSc3nc4ccccc4c(=O)n3CCCO)oc(C)c12	2	-0.1	1	1	1.6	-4	-1	0	-1
CC(=O)c1ccc(NC(=O)c2noc3c2CCCCC3)cc1	0	0.1	-2	-1	-0.3	-14	1	0	-2

The final three entries of the part above lead into the next.
structure	HCV core dimer	Efflux pump inh	TPT1 inh	PP1 inh	PP5 inh	ZTA counter	PREPL inh	EBNA-1 inhibitor	CTSL1 counter
COc1ccc(N=Cc2c(O)n(-c3cccc(C)n3)c(=O)c3ccccc23)cc1	2	0.0	-5	-3	-0.6	-2	17	2	-1
Cc1n[nH]c(=O)c2c(NC(=O)CSc3nc4ccccc4c(=O)n3CCCO)oc(C)c12	2	-0.1	1	1	1.6	-4	-1	0	-1
CC(=O)c1ccc(NC(=O)c2noc3c2CCCCC3)cc1	0	0.1	-2	-1	-0.3	-14	1	0	-2
COc1ccc(C)cc1NC(=O)CN(Cc1nnc(-c2ccc(Cl)cc2)o1)C1CCCC1	1	0.0	-1	16*	2.7	9	8	-1	5
C/C(N)=C(/C#N)C(=O)CSc1nc2cc(Cl)ccc2s1	7	0.0	6	3	4.3	-3	5	7	-1
Cc1cc(=O)n2nc(-c3ccccc3)sc2n1	0	0.1	2	0	-0.8	-8	11	-3	-2
Cn1ccc2cc(NC(=O)Nc3cccnc3)ccc21	4	-0.2	-3	-6	3.5	19	15	13	3
O=C(CCl)N1c2ccccc2SCC1c1ccccc1 (centres undefined)	11	0.1	-1	-1	-0.3	6	0	-2	-1
Cc1cnc(C(=O)OCC(=O)N2CCN(S(=O)(=O)c3ccc(Cl)cc3)CC2)cn1	-6	-0.1	-1	-4	0.6	-20	16	-6	-25
CC1CCCN(C(=O)C2CCCN(S(=O)(=O)c3cccc4nsnc34)C2)C1 (centres undefined)	1	-0.1	-1	-1	-1.1	-14	-10	2	0
Cn1c(CCN2CCCCC2)nc2cc(NS(=O)(=O)c3ccc(Cl)cc3)ccc21	-2	-0.1	0	-4	1.7	-4	-106	3	7
CC(=O)CCC(=O)N1CCC(n2nccc2NC(=O)c2ccccc2C)CC1	-6	0.2	0	-3	3.7	-13	9	0	-4
C/C(=N\NC(=O)CNC(=O)c1ccncc1)c1ccc(C)cc1	1	0.0	-7	-4	2.8	4	-3	-8	-4
Nc1ccc(N2CCCCC2)cc1N1CCCCC1	-4	0.0	3	-4	2.9	-16	38	3	-3
Cc1ccnc(NC(=O)CCC(=O)N(CC(=O)NCc2ccc(F)cc2)Cc2ccco2)c1	-1	0.0	1	-1	2.4	-14	1	-1	8
CCOC(=O)C1(Cc2ccccc2)CCN(Cc2csc(C(C)=O)c2)CC1	0	0.0	-6	-1	-0.4	3	5	6	4
COc1ccc(-c2ccc(SCC(=O)Nc3nnc(C)s3)nn2)cc1	4	0.0	1	0	-1.6	2	-6	13	1
Cc1ccccc1NC(=S)N1CCN(c2ccccc2Cl)CC1	-5	0.0	-4	2	5.0	-17	25	-12	0
Cc1ccc2c(CC(=O)NCc3ccc4c(c3)OCO4)coc2c1	11	0.1	3	-2	1.6	19	-19	0	3
O=C(NCCN1CCCC1)c1ccc2c(c1)N(Cc1cccc(Cl)c1)C(=O)c1ccccc1S2(=O)=O	-4	0.2	-2	1	4.4	5	-14	-8	-1
Cn1c(SCC(=O)NCCN2C(=O)CSC2=O)nnc1-c1ccccc1	2	0.0	0	-3	4.1	-2	2	0	-2
COc1cc(COc2ccc3c(C)c(Cc4ccccc4)c(=O)oc3c2)cc(OC)c1OC	18	0.2	-3	-2	0.6	10	-9	9	2
Nc1cc(-c2ccc(Cl)cc2)nn1S(=O)(=O)c1ccc(Cl)cc1	6	0.1	-5	4	3.5	0	-29	7	5
Cc1cc(Br)cn2cc(C(=O)O)nc12	0	0.0	0	0	-0.5	7	-3	11	0
CC(=O)c1cc(NC(=O)c2ccc(Cl)cc2)c(=O)oc1/C=C/N(C)C	-20	-0.1	132*	2	2.8	-14	14	0	-1
Clc1ccc(Nc2ccc(NCc3ccccc3)nn2)cc1	-8	0.2	-2	4	5.5	-6	33	-13	-1
COc1ccccc1CN(Cc1nc2ccccc2c(=O)[nH]1)C(=O)Nc1ccc(C)cc1	9	0.0	-2	4	1.9	9	-5	14	-3
CCOc1ccc(N2CC(C(=O)NCc3ccco3)CC2=O)cc1 (centres undefined)	-10	0.0	2	3	0.6	-17	13	-3	-3
CCOc1ccccc1OCC(=O)Nc1cc(S(=O)(=O)N2CCCCC2)ccc1N1CCN(CC)CC1	3	-0.1	-1	0	0.2	0	24	7	1
Cc1c(NC(=O)Cc2ccccc2)cccc1C(=O)NN1C(=O)c2ccccc2C1=O	-3	-1.1	3	-3	-1.7	-10	2	-1	-3
C/C(=N\NS(=O)(=O)c1ccccc1)c1cc(Cl)cc(Cl)c1O	8	0.0	-1	2	-0.6	1	-8	5	-1
CCCCNC(=O)CSc1nc2ccccc2n1S(=O)(=O)c1ccc(Cl)cc1	-6	0.4	-2	-4	0.8	-18	-2	-8	3
CN(C)c1ccc(S(=O)(=O)NCC(=O)OCC(=O)c2ccc[nH]2)cc1[N+](=O)[O-]	x	-0.3	x	0	1.8	5	14	x	x
CC(C)CC(CO)N1CCN(C(=O)c2cccc(C(F)(F)F)c2)CCC1=O (centres undefined)	8	0.0	0	1	-1.7	-3	-9	2	1
CC1O[C@@H](O[C@H](C)CC[C@@H](C)O[C@H]2OC(C)[C@@H](O)C[C@H]2O)C(O)C[C@H]1O (some centres undefined)	-6	0.1	2	-1	-0.2	6	6	8	2
CCC(=O)N1c2ccc(S(=O)(=O)N(CCO)Cc3ccccc3)cc2CC1C (centres undefined)	-1	0.0	0	-5	0.8	-8	-7	-3	-1
CN(C(=O)c1cc2n(n1)C(C(F)(F)F)CC(c1ccco1)N2)c1ccc(OC(F)(F)F)cc1 (centres undefined)	0	0.1	-3	1	3.6	3	-3	7	6
O=C(c1ccc(Cl)c(S(=O)(=O)N2CCCC2)c1)N1CCCC(C(F)(F)F)C1 (centres undefined)	3	0.1	-1	-3	3.2	-1	-7	-9	-3
O=C1NC(c2cccc([N+](=O)[O-])c2)=CCN1c1ccccc1O	-2	0.2	-3	-5	2.8	-4	7	-6	1
COc1ccc(N2C(=O)CC(N3CCN(C(=O)c4ccco4)CC3)C2=O)cc1 (centres undefined)	0	-0.2	-1	1	1.9	9	-1	3	-1
CCOc1ccc(CCNC(=O)COC(=O)c2cc(OC)cc(OC)c2)cc1OCC	1	0.1	2	2	-1.1	1	6	0	2
Cc1ccc(S(=O)(=O)N2c3ccccc3OCC2C(C)(C)C)cc1 (centres undefined)	0	0.2	-2	-3	-6.1	-6	-12	-5	1
O=C(c1ccccc1)N1CCN(S(=O)(=O)c2cccc(NS(=O)(=O)c3ccccc3)c2)CC1	4	0.1	-4	0	-2.2	1	17	11	-1
CCN1c2ccccc2NC2N=C(OC)C(c3ccccc3)C21 (centres undefined)	1	0.0	1	-2	0.7	14	19	2	2
O=C1OCCN1/N=C/c1ccc([N+](=O)[O-])o1	5	0.0	-1	2	-0.1	12	0	0	5
CCN(C(=O)COC(=O)c1ccco1)c1c(N)n(Cc2ccccc2)c(=O)[nH]c1=O	2	0.1	3	-4	0.5	9	0	-5	1
Cc1[nH]nc2c1/C(=N/O)CC(c1ccccc1)C2 (centres undefined)	-2	0.1	0	5	1.6	-5	-8	9	3
CCOc1cc(/C=N/n2c(C)nnc2C)ccc1O	-7	0.1	0	-1	3.3	-12	-13	-3	4
CC(=O)n1c2ccccc2c2c1c1ccccc1n2C	17	-0.1	-4	4	-0.3	17	3	10	1
O=C(NNC(=O)c1ccc(Br)s1)c1csc(N2CCOCC2)n1	x	0.0	x	2	1.4	-2	4	x	x
COc1cc2cc(Br)cc(Br)c2nc1C	63*	-0.1	-7	2	4.0	-3	-2	21	2
COc1ccc(CCN(Cc2cc3ccc(C)cc3n3nnnc23)C(C)=O)cc1OC	-5	0.1	-1	-1	2.0	8	3	2	2
CCCCN1C(=O)C(=O)N(CC(=O)Nc2cc(OCC)c(N3CCOCC3)cc2OCC)C1=O	-5	-0.2	-3	-1	-0.7	-17	31	2	4
O=C(COC(=O)c1ccc(F)c(S(=O)(=O)N2CCOCC2)c1)NCCc1ccccc1	-1	0.0	-4	3	-0.1	1	4	0	-6
COc1ccc(C)cc1NC(=O)c1cnc2n(c1=O)CCS2	2	0.1	-3	-7	1.6	-7	7	-10	1
Cc1ccc(C(=O)N/N=C/c2cc(C)n(-c3ccc(Br)cc3)c2C)cc1[N+](=O)[O-]	27	0.1	1	6	2.5	2	14	5	0
O=C(Nc1ccc(-c2csc(Nc3cccc(C(F)(F)F)c3)n2)cc1)c1cc([N+](=O)[O-])cc(C(F)(F)F)c1	19	-0.2	-4	-1	1.0	5	0	6	-4
FC(F)(F)c1ccnc(N2CCN(Cc3cnc(-c4ccccc4)[nH]3)CC2)c1	0	0.3	2	-4	1.2	4	13	-1	-1
Cn1c(=O)c2[nH]c(SCc3ccccn3)nc2n(C)c1=S	-10	0.0	-3	-1	-1.1	-2	7	-14	8
CCNc1nc(C#N)nc2c1ncn2-c1cc(F)cc(F)c1	x	-0.5	x	0	3.5	-8	13	x	x
